ATG4B inh: blocks human ATG4B protease cleavage of LC3 substrate; ATG4B cleavage of LC3-PLA2, NBD-HPC fluorescence, 1 h; inhibition, % at 8.33 µM; Q9Y4P1; 340,000 tested, 0.51% active; in the data active = inhibition above about 40%
mIAP activ: mouse IAP activation; AID 2805; muIAP, CDP-Star luminescence, 30 min; stronger effect = higher value; 1 = vehicle-only enzyme signal, 0 = enzyme-free wells; 330,000 tested, 0.24% active; activation factor at 10 µM;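 active = activation factor of at least 2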; also: the source names both 10 and 20 µM as test concentration; values of inactives mirror those of a sister screen read the other way
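System: Mouse IAP enzyme | Also added: CDP-Star substrate | Dosing: Compounds dispensed in DMSO | Schedule: 30 min enzyme-substrate-compound incubation at room temperature | Technique: Chemiluminescence readout | Control set: DMSO-only wells and no-enzyme negative control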
beta cell repl: inducers of beta-cell replication in MIN6 cells | MIN6 cells proliferation, ATPlite luminescence, 48 h; cells starved in 0.2% serum; 100% = growth in 10% serum | 330,000 tested, 0.29% active | proliferation, % at 10 µM | AID 2380;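 active = compounds whose signal lies at least 3.5 SD above the mean of all wells on their plate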;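 also: 0% = DMSO-treated cells in low-serum medium and 100% = 10% serum control; some compounds called inactive have numbers as strong as hits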
APOBEC3G inh: inhibitors of human APOBEC3G DNA deaminase | inhibition, % at 20 µM | 330,000 tested, 0.28% active | Q9HC16 | recombinant A3G, ssDNA deamination FAM/TAMRA fluorescence;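 active = inhibition of at least 40% at 20 µM, with no more than 30% in the related APOBEC3A deaminase screen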;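 also: plate controls were DMSO wells with A3G for no effect and wells lacking A3G enzyme for full effect; some compounds called inactive have numbers as strong as hits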
Target sequence (Q9HC16 whole entry, looked up): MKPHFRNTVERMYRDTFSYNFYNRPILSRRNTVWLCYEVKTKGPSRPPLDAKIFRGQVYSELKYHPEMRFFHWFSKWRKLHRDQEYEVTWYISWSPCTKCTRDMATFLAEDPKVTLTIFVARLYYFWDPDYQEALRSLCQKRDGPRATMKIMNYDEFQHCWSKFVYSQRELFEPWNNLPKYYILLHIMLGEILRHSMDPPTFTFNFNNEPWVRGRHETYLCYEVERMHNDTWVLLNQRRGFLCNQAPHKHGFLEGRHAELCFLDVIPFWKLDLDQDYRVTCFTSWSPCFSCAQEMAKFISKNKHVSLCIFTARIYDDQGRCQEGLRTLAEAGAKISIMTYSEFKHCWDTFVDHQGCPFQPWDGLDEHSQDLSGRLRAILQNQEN
hIAP block: human IAP inhibition | 330,000 tested, 0.12% active | purified IAP, CDP-Star luminescence, 30 min | P09923 | inhibition, % at 10 µM;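 active = inhibition reaching a set limit with compound at 10 µM in the primary screen, cut at about 35% in these data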;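 also: plate controls were DMSO wells with enzyme for no effect and no-enzyme buffer wells for full effect; values of inactives mirror those of a sister screen read the other way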
Target sequence (P09923 whole entry, looked up): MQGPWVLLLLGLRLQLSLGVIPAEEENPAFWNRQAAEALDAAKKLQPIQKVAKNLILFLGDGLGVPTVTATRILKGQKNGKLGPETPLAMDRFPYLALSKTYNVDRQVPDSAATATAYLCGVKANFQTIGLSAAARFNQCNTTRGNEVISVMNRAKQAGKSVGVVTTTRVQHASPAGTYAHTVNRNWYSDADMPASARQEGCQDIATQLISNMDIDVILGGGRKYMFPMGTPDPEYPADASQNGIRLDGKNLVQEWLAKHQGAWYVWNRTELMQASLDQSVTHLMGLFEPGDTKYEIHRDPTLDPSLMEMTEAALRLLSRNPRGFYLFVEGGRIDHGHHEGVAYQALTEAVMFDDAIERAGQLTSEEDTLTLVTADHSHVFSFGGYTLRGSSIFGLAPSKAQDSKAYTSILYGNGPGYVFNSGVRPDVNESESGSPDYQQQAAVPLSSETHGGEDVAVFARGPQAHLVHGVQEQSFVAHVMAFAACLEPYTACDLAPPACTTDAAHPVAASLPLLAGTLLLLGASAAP
A3A deaminase: human APOBEC3A DNA deaminase inhibition; AID 493011; inhibition, % at 20 µM; P31941; recombinant A3A, FAM/TAMRA ssDNA deamination fluorescence; 330,000 tested, 0.41% active;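 active = at least 40% inhibition at 20 µM here, with at most 30% in a related deaminase screen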;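 also: plate controls were A3A with DMSO for no effect and wells lacking A3A enzyme for full effect; some results filed as inactive read as strong as hits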
hIAP activ: increases human intestinal alkaline phosphatase activity; P09923; purified human IAP, CDP-Star luminescence, 30 min; stronger effect = higher value; 1 = vehicle-only enzyme, 0 = enzyme-free background; activation factor at 10 µM; 330,000 tested, 0.16% active;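 active = activation factor of the enzyme at least 2-fold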; also: the source names both 10 and 20 µM as test concentration; values of inactives mirror those of a sister screen read the other way
MPTP block: permeability transition pore inhibition; isolated mouse mitochondria, Ca2+ swelling absorbance, 30 min; inhibition, % at 10 µM; 360,000 tested, 1.4% active;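 active = inhibition of 50% or more, scaled per plate between neutral and stimulator controls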;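 also: 0% = DMSO wells given calcium and 100% = 1 mM EGTA wells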
mIAP inh: mouse IAP inhibition. purified mouse IAP, CDP-Star luminescence, 30 min. inhibition, % at 10 µM. 330,000 tested, 0.2% active;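 active = inhibition of at least 40% at 10 µM in the primary screen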;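 also: plate controls were DMSO with enzyme for no effect and no enzyme wells for full effect; values of inactives mirror those of a sister screen read the other way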
* hit, by the source's call; . = no result given.

SMILES	ATG4B inh	mIAP activ	beta cell repl	APOBEC3G inh	hIAP block	A3A deaminase	hIAP activ	MPTP block	mIAP inh
COc1ccc(S(=O)(=O)N2CCCC2C(=O)Nc2ccc(C(C)=O)cc2)cc1 (configuration not stated)	8	0.92	-2	-7	8	-5	0.92	-0.7	8
N#CC1=C(SCc2ccc(C#N)cc2)N=C(N)C(c2nc(-c3ccccc3)cs2)C12CCCCC2 (configuration not stated)	5	0.85	-3	-8	7	-6	0.93	-1.4	15
COC(=O)c1cc(Cc2ccc(N)c(C(=O)OC)c2)ccc1N	4	1.2	-1	-4	0	1	1	6.0	-20
CC(C(=O)c1ccc(-c2ccccc2)cc1)[n+]1cccc(C(N)=O)c1 (configuration not stated)	-3	0.95	-1	-6	7	-1	0.93	0.4	4
O=c1[nH]c2ccc(Cl)cc2c(-c2ccccc2)c1SC(=S)N1CCCCC1	-3	0.85	-7	-2	6	-2	0.94	1.4	15
CNC(=O)COc1ncnc2scc(-c3ccc(F)cc3)c12	-9	1.1	-3	-1	-8	8	1.1	-1.1	-6
N#Cc1ccc(CSc2nnc(NC(=O)CCc3nc4ccccc4c(=O)[nH]3)s2)cc1	-3	0.96	1	-10	-6	2	1.1	-0.6	4
CCOC(=O)CSc1nnc2n(C3CCCCC3)c(=O)c3c4c(sc3n12)CCCC4	21	0.99	-1	-5	-5	1	1.1	-0.1	1
CCCNC(=O)COC(=O)/C=C/c1ccc(C)o1	-11	1	-1	-5	-8	-4	1.1	4.9	-3
O=C(COc1cccc2ccccc12)NNC(=O)c1cccs1	0	0.86	-1	-4	17	-2	0.83	-0.6	14
CCOC(=O)C(NC(=O)CC)(Nc1ccc(S(=O)(=O)Nc2cc(C)on2)cc1)C(F)(F)F (configuration not stated)	-2	1	-3	4	-19	6	1.2	0.2	-2
Cc1ccc(C(=O)N/N=C\c2cc3c(cc2Br)OCO3)s1	-10	1	0	-7	16	-1	0.84	-1.0	0
CCOC(=O)C1CCCN(CC(=O)Nc2nc(-c3ccccc3)cs2)C1 (configuration not stated)	-6	1	-2	-6	3	-2	0.97	0.7	0
COc1ccc2cc(C(=O)C3CCCN(Cc4cccc(C)n4)C3)ccc2c1 (configuration not stated)	-3	1	-5	-3	-10	-6	1.1	16	-3
CCCOC(=O)C(C)n1cnc2scc(-c3ccc(C)cc3)c2c1=O (configuration not stated)	0	1	-5	20	-11	2	1.1	0.8	0

(list continues)
SMILES	ATG4B inh	mIAP activ	beta cell repl	APOBEC3G inh	hIAP block	A3A deaminase	hIAP activ	MPTP block	mIAP inh
CN(C(=O)C(=O)c1cn(CC(=O)N2CCCC2)c2ccccc12)C1CCCCC1	0	1	2	-5	-13	2	1.1	0.4	0
Cn1c(C(=O)N2CCC(C(=O)N3CCN(Cc4ccc5c(c4)OCO5)CC3)CC2)cc2sccc21	-14	1.1	-1	-12	-11	-7	1.1	0.5	-12
O=C1CC(SC2=NCCS2)C(=O)N1c1ccc(Cl)cc1 (configuration not stated)	-2	0.97	1	1	0	3	1	-0.9	3
Cc1ccc(C(C(=O)NC2CCCC2)N(C(=O)Cc2cccs2)c2ccc(C)c(C)c2)o1 (configuration not stated)	7	1.1	-4	-6	-14	-8	1.1	2.3	-8
COc1cc(C(=O)O)ccc1OCc1ccncc1	1	1.1	0	9	5	34	0.95	0.0	-7
COCc1cc(=O)n2[nH]c(C)nc2n1	-3	0.92	0	-7	0	-3	1	0.5	8
Cc1c(CCC(=O)O)c(=O)oc2cc(OCc3ccccc3Br)ccc12	7	1	-1	-2	-4	-1	1	1.7	-4
O=C(Nc1ccncc1)c1c(F)cccc1F	-5	0.95	6	-1	16	1	0.84	0.7	5
COc1cccc(C(=O)n2ccc(-c3cccs3)n2)c1	0	0.9	0	-11	0	-3	0.99	2.0	10
CC(=O)Nc1nnc(SCc2cc(=O)c(OC(=O)c3ccccc3)co2)s1	0	1.1	-1	-9	-17	-2	1.2	0.6	-7
NC(=O)c1ccc(Sc2nnc(-c3cccs3)n2CC2CCCO2)c([N+](=O)[O-])c1 (configuration not stated)	2	0.89	-2	1	3	6	0.97	0.4	11
c1ccc(-c2ccccc2OCCCN2CCCCC2)cc1	11	0.98	0	-7	9	2	0.91	0.3	2
COC(=O)c1cnc(NNS(=O)(=O)c2ccc(Cl)cc2)nc1C(F)(F)F	-1	0.93	-3	-5	13	-1	0.87	1.4	7
CN(CC(=O)Nc1cccc(F)c1)C(=O)CCc1nc2ccccc2c(=O)[nH]1	0	1	-4	-1	4	36	0.96	-0.6	-3
CC(NC(=O)CCc1ccccc1)c1ccc2c(c1)OCO2 (configuration not stated)	-4	1.2	-1	-1	15	-4	0.85	-0.6	-16

Entries above that contain a cyano group (two):
SMILES	ATG4B inh	mIAP activ	beta cell repl	APOBEC3G inh	hIAP block	A3A deaminase	hIAP activ	MPTP block	mIAP inh
N#CC1=C(SCc2ccc(C#N)cc2)N=C(N)C(c2nc(-c3ccccc3)cs2)C12CCCCC2 (configuration not stated)	5	0.85	-3	-8	7	-6	0.93	-1.4	15
N#Cc1ccc(CSc2nnc(NC(=O)CCc3nc4ccccc4c(=O)[nH]3)s2)cc1	-3	0.96	1	-10	-6	2	1.1	-0.6	4

Continued.
SMILES	ATG4B inh	mIAP activ	beta cell repl	APOBEC3G inh	hIAP block	A3A deaminase	hIAP activ	MPTP block	mIAP inh
COc1cccc(NC(=O)COC(=O)c2ccc3ccccc3n2)c1	-3	1.1	-3	-7	-12	-3	1.1	0.1	-6
CC(=O)Nc1ccc(S(=O)(=O)NNc2ccc([N+](=O)[O-])cc2)cc1	-3	0.94	-4	19	0	-3	1	-0.5	6
Cc1ccc(NC(=O)c2cnccn2)cc1	-1	1.1	-2	-6	-1	5	1	-1.1	-10
Cn1c(N)c(C(=O)COC(=O)COc2ccc(C#N)cc2)c(=O)n(C)c1=O	-10	1	-4	-8	5	92*	0.95	0.8	-5
Cn1ccnc1C(=O)c1ccc(Cl)c(S(=O)(=O)N2CCOCC2)c1	5	1	-1	-4	0	-1	1	1.1	-4
O=C(Cc1cccc2ccccc12)Nc1cccnc1	1	0.97	1	-4	4	1	0.96	1.1	3
O=C(COc1ccccc1[N+](=O)[O-])N1CCN(S(=O)(=O)c2ccccc2)CC1	-10	1.1	-3	-2	-8	-2	1.1	0.6	-8
CCCCc1ccc(-c2nc(-c3ccncc3)no2)cc1	9	0.79	-5	-6	9	-3	0.91	4.5	21
Clc1cccc(CNc2nc(-c3cccnc3)nc3ccccc23)c1	1	1.1	-3	-5	-7	1	1.1	5.5	-13
COC(=O)C1=C(C)N(Cc2ccccc2)C(=NCc2cccc(C(F)(F)F)c2)N[C@H]1c1cccc(F)c1	9	1	-8	-3	13	-2	0.87	80*	-5
NS(=O)(=O)c1ccc(N2CCOCC2)c(C(=O)NCCCSc2ccccc2)c1	-11	0.93	-2	-5	6	2	0.94	1.4	7
CCN(C(=O)Cn1cc(C(F)(F)F)ccc1=O)c1c(N)n(Cc2ccccc2)c(=O)[nH]c1=O	2	0.95	-1	-3	-4	-2	1	-0.3	5
CCCCn1c(CN2CCN(C)CC2)nc2ccccc21	8	0.91	-5	-5	8	-2	0.92	-3.8	9
O=C(COc1cccc2ccccc12)Nc1nc2ccccc2[nH]1	-16	0.98	-5	-5	-52	-3	1.5	0.0	2
CCc1ccc(C(=O)COC(=O)C(CCSC)NC(=O)c2ccccc2)cc1 (configuration not stated)	-7	1	2	-3	14	0	0.86	8.9	-3

(cont.)
SMILES	ATG4B inh	mIAP activ	beta cell repl	APOBEC3G inh	hIAP block	A3A deaminase	hIAP activ	MPTP block	mIAP inh
COC(=O)c1ccc(NS(=O)(=O)c2cc(C)ccc2OC)cc1	-9	0.93	-4	-6	-2	-4	1	-1.8	7
COC(=O)c1cc(C)sc1NC(=O)CN1CCN(C(=O)c2ccco2)CC1	2	0.98	-3	-2	-49	-2	1.5	0.2	2
CC1=C(C)CC(C(=O)NCC(=O)c2ccccc2)C(C(=O)O)C1 (configuration not stated)	-10	0.87	1	-7	-5	-4	1.1	-0.3	13
O=C(NCc1ccccc1Cl)C(=O)NCC1OCCCN1S(=O)(=O)c1cccs1 (configuration not stated)	4	1.1	0	-6	-5	0	1.1	-0.2	-6
C=CCn1c(O)c(N=NC(=S)Nc2ccccc2F)c2cc(S(=O)(=O)N3CCOCC3)ccc21	26	0.74	-4	-5	-3	0	1	0.4	26
COc1cccc(N(CC(=O)NCCSc2ccc(Cl)cc2)S(C)(=O)=O)c1	-3	1.1	-1	-2	-8	-1	1.1	11	-5
CCc1ccccc1NC(=O)CN(C)C(=O)c1cc(C2CC2)nc2c1cnn2C(C)C	12	1.2	-3	-2	-3	1	1	-1.0	-16
COc1ccc(-c2noc(N3CCC(C(=O)NCCCN4CCCC(C)C4)CC3)n2)cc1 (configuration not stated)	-14	0.97	-2	-4	7	-3	0.93	1.2	3
CS(=O)(=O)Nc1ccccc1C(=O)O	1	1	0	-1	0	1	1	-0.6	-4
CCc1ccc(C2c3[nH]c4ccccc4c3CCN2C(=O)CNC(N)=O)cc1 (configuration not stated)	3	1.2	0	-3	-10	0	1.1	-1.8	-20
CCN(CC)C(=O)Oc1ccc2ccccc2c1Cl	0	1.1	0	-3	1	-1	0.99	-0.9	-5
COc1ccccc1OC(C)C(=O)Nc1ccc(S(=O)(=O)N2CCN(C)CC2)cc1 (configuration not stated)	-6	1	-3	-6	-5	-4	1.1	1.0	-2
CCN(CC)c1ccc(C(=O)NNC(=O)CCNC(=O)c2ccccc2)cc1	-4	1	-5	-5	-2	-3	1	-1.6	-1
CCCc1ccc2c(N)c(C#N)sc2n1	0	1	-1	-1	-13	2	1.1	0.8	0
O=[N+]([O-])c1ccc(Cl)c(/C=N/n2c(C3CCCCC3)n[nH]c2=S)c1	4	0.94	-1	22	-19	-3	1.2	9.2	6

(list continues)
SMILES	ATG4B inh	mIAP activ	beta cell repl	APOBEC3G inh	hIAP block	A3A deaminase	hIAP activ	MPTP block	mIAP inh
Cc1ccc(C(=O)N2CCN(S(=O)(=O)c3ccccc3)CC2)s1	-1	1	-4	-10	-21	-5	1.2	-0.4	-5
COc1ccc(C2C3=C(CC(C)(C)CC3=O)Oc3ncn4nc(-c5cccnc5)nc4c32)cc1 (configuration not stated)	-6	0.92	-6	1	0	5	1	-0.6	8
O=[N+]([O-])c1ccc(Cl)cc1N1CCCC1	-4	0.94	-3	-7	19	-7	0.81	-0.2	6
Cc1c(Cl)cnc(NC(=O)COC(=O)c2ccc3ncsc3c2)c1Cl	4	1.1	3	-3	-1	9	1	1.9	-8
N#Cc1c(NC(=O)CSc2nc3c(c(C(F)(F)F)n2)CCc2ccccc2-3)sc2c1CCCC2	1	0.86	-3	0	17	6	0.83	2.7	14
COc1ccc(CNC(=O)C2CCN(S(=O)(=O)c3cccc4cccnc34)CC2)cc1	.	1.1	-2	-4	7	-1	0.93	-0.5	-15
C/C(=N\Nc1c(F)c(F)c(Br)c(F)c1F)c1ccncc1	6	0.86	1	-4	11	-1	0.89	2.6	14
CCOc1cc(C(=O)Nc2ccc(S(=O)(=O)NC3=NCCCCC3)cc2)cc(Br)c1OC	-7	0.99	-4	-3	-14	9	1.1	-2.8	1
O=C(CCNC(=O)c1ccccc1Cl)NCC12CC3CC(CC(C3)C1)C2	-3	1	-1	0	10	1	0.9	0.9	-1
CN(C(=O)CSc1nnc2ccccn12)c1c(N)n(Cc2ccccc2)c(=O)[nH]c1=O	-1	0.94	1	-3	7	5	0.93	-1.0	6
Cc1c(C(=O)NCc2cccs2)oc2ccc(S(=O)(=O)N3CCOCC3)cc12	-18	1	6	-3	17	-2	0.83	-0.3	-1

Source: PubChem BioAssay (Sanford-Burnham Center for Chemical Genomics)
